Source: PubChem BioAssay (The Scripps Research Institute Molecular Screening Center)
FBW7 act: activators of human E3 ligase FBW7 | Q969H0 | AlphaScreen FBW7–phospho-cyclin E peptide binding, activator screen | normalized activity (activation), % at 26.1 µM | 0.13% of 650,000 active; in the data active means normalized activity above about 1.9%;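 further: purified mutant Fbw7 with reduced substrate affinity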
TEAD-YAP inh: TEAD-YAP interaction inhibition; HEK-TIYL cells, TEAD-Gal4/YAP UAS-luciferase luminescence; inhibition, % at 9.12 µM; 1.4% of 640,000 active; AID 1259422; in the data active means inhibition above about 32%;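 further: 0% = median of test compound wells and 100% = reference inhibitor wells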
GPR151 activ: activates the human receptor GPR151; Q8TDV0; PathHunter beta-arrestin GPR151 cells, luminescence; activation, % at 11.2 µM; 1% of 650,000 active; AID 1508602; in the data active means activation above about 4.9%;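 further: 0% = median of compound wells and 100% = cells with positive control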
Target sequence (Q8TDV0 whole entry, looked up): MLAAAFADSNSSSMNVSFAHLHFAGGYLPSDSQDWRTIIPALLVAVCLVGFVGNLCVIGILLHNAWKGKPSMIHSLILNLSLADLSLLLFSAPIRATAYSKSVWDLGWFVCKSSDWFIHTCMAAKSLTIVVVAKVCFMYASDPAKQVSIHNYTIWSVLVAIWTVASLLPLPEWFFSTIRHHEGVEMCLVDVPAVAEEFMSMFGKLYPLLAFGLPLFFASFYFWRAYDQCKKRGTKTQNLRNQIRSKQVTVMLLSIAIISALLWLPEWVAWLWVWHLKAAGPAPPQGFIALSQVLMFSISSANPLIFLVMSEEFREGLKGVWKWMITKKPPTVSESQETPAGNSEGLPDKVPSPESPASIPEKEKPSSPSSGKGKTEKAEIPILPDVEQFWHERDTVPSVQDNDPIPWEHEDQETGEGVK
MITF inh: inhibitors of human MITF; O75030; AlphaScreen MITF homodimerization, bead proximity signal; inhibition, % at 2.6 µM; 0.91% of 650,000 active; in the data active means inhibition above about 50%;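 further: 0% = vehicle wells with protein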
* hit, by the source's call. Outcome played no part in choosing rows; 3.4% or so of the library scored in one or more.

Sequence of screens: FBW7 act	TEAD-YAP inh	GPR151 activ	MITF inh
COc1ccc(NC2CC(=O)N(c3ccccc3OC)C2=O)cc1 (stereo not given)
    0.6	1	-1.8	8
COc1ccc(CCC(=O)Nc2ccc(F)c([N+](=O)[O-])c2)cc1
    -0.1	2	4.7	11
COc1ccc(NC(=O)CSc2nnc(-c3ccccn3)n2-c2ccccc2OC)cc1
    0.1	-6	1.5	10
CC(=O)C(Sc1nnn(-c2ccccc2)n1)C(=O)N(C)C (stereo not given)
    0.1	2	-0.5	-2
COc1ccc(NC(=O)c2sc(-c3ccccc3)nc2C)cc1
    -0.1	-2	-1.2	4
O=C([C@H]1CCCN1)N1CCN(c2ccc3[nH]ncc3c2)CC1
    -0.2	0	3.5	9
CC1=NN(C(=O)c2ccc(C(C)C)cc2)C(O)(C(F)(F)F)C1 (stereo not given)
    0.1	-8	0.4	9
COc1ccc(OC)c(Nc2nc(-c3sc(NC(=O)c4ccccc4)nc3C)cs2)c1
    -0.2	19	-2.2	10
CC1CCCC(C)N1C(=O)CSc1nc2ccccc2n1CC(=O)NC(C)(C)C (stereo not given)
    -0.1	8	-0.4	0
COc1ccc(CCNC(=O)N2CCC(c3nnc(C4CC4)o3)CC2)cc1
    1.2	6	-1.9	8
COc1ccc(-c2noc(CN3CCC(OCc4ccccc4)CC3)n2)c(OC)c1OC
    -0.2	0	-0.1	-7
CCCN1CCC2(CC1)NC(=O)N(CC(=O)Nc1cccc(F)c1)C2=O
    -0.1	-7	0.3	-2
COC(=O)c1cc(-c2ccccn2)no1
    -0.1	3	0.6	37
Cc1nc(NC2CC2)cc(-c2cncc(-c3ccc(F)cc3)c2)n1
    -0.1	-10	0.5	-7
O=C(NC1CC1)c1ccc(-c2nc(C(=O)NCc3cccnc3)cs2)cc1
    0.0	19	1.2	3
COC(=O)Nc1ccc(S(=O)(=O)N2CCCC(C(=O)NC3CCCCC3)C2)cc1 (stereo not given)
    0.1	11	1.0	17
CN(C)C(=O)CSc1nnc(-c2cnccn2)n1C
    -0.1	-2	1.1	-12
CC1=C(C(=O)OC2CCCC2)C(c2ccc(C)o2)C2=C(CCCC2=O)N1 (stereo not given)
    -0.1	-1	-1.7	2
CCOC(=O)C1=C(C)N=c2s/c(=C\c3ccc(-c4ccc(C)cc4[N+](=O)[O-])o3)c(=O)n2C1c1ccc(OC)cc1 (stereo not given)
    0.0	-4	-1.4	11
CCCOc1ccc(N2C(=O)CC(SCC(=O)O)C2=O)cc1 (stereo not given)
    0.1	5	-0.2	1

(list continues)
Sequence of screens: FBW7 act	TEAD-YAP inh	GPR151 activ	MITF inh
CCOC(=O)N1CCN(Cc2nc(N)nc(Nc3ccc(C)cc3)n2)CC1
    -0.1	-10	2.3	20
Clc1ccc(OCCCn2cnc3ccccc32)cc1
    0.0	-34	-0.9	-39
COCC(C)NC(=O)c1nn(-c2ccccn2)c2ccccc12 (stereo not given)
    -0.1	-1	-0.5	-6
COc1ccc(NC(=O)c2cc3ccccc3oc2=O)c([N+](=O)[O-])c1
    0.0	0	1.1	4
Cc1cccc(NC(=O)CN(C)S(=O)(=O)c2cccc3cccnc23)c1
    0.3	-6	-0.2	12
CCOc1ccccc1-n1c(=S)sc2c(=O)n(-c3ccccc3C)c(SCc3csc(C)n3)nc21
    0.0	2	2.2	6
Clc1ccc(Cc2nc(-c3ccccn3)no2)cc1
    -0.1	-51	0.2	8
CN(C(=O)c1ccc(C(C)(C)C)cc1)C1CCS(=O)(=O)C1 (stereo not given)
    0.0	-6	2.2	-13
CNCCCOc1ccc2ccccc2c1Br
    0.3	-1	1.1	37
O=C(/C=C/c1ccc(Cl)c([N+](=O)[O-])c1)Nc1ccc(NC(=O)c2ccco2)cc1
    0.1	-13	-0.6	17
COCCCNC(=O)c1cc(Nc2ccc(OC)c(OC)c2)nc2ccccc12
    0.0	0	0.7	5
O=C(CN1C(=O)c2ccccc2C1=O)N1CC=C(c2ccccc2)CC1
    -0.1	-5	-0.8	7
Cc1ccc(-c2csc(C(C#N)=C3CCC(C)CC3)n2)cc1 (stereo not given)
    0.0	-14	0.5	5
c1cc(-c2ccnc(Nc3ccc(-n4ccnn4)cc3)n2)cc(-c2ccn[nH]2)c1
    0.6	7	0.5	30
COc1cccc(C(=O)N[C@H]2C[C@H]3C(=O)N[C@H](C)C(=O)N3C2)c1
    -0.2	-5	-0.8	66*
COc1cc(OC)cc(C(=O)Nc2cc(-c3nc4cc(C)cc(C)c4o3)ccc2C)c1
    0.0	-10	-2.5	-7
CCOC(=O)c1sc(NC(=O)CCCOc2ccc(Cl)cc2)c(C(=O)OCC)c1C
    0.1	4	1.3	1
COc1ccc(-c2nnc(SCC(=O)Nc3ccc4c(c3)OCO4)n2N)cc1OC
    0.0	-4	-0.2	-9
COc1ccc(-n2ncc3c(=O)n(CC(=O)N4c5ccccc5CC4C)cnc32)cc1 (stereo not given)
    -0.1	8	-0.8	5
C/C(N)=C(/C#N)C(=O)COC(=O)CC(c1ccccc1)c1ccccc1
    0.0	2	1.8	1

Part of the list above, showing only GPR151 activ, FBW7 act and MITF inh:
compound,GPR151 activ,FBW7 act,MITF inh
Cc1ccc(-c2csc(C(C#N)=C3CCC(C)CC3)n2)cc1 (stereo not given),0.5,0.0,5
CC1=NN(C(=O)c2ccc(C(C)C)cc2)C(O)(C(F)(F)F)C1 (stereo not given),0.4,0.1,9
COc1ccc(NC(=O)c2sc(-c3ccccc3)nc2C)cc1,-1.2,-0.1,4

Continued:
Sequence of screens: FBW7 act	TEAD-YAP inh	GPR151 activ	MITF inh
CCOC(=O)N1CCN(CC(O)COc2cccc(C)c2C)CC1 (stereo not given)
    -0.2	3	-0.8	-4
O=C(Cn1c(=O)oc2cc(Cl)ccc21)NCc1ccc2c(c1)OCO2
    -0.1	-3	-0.2	4
CCSc1nc2c(c(=O)n1CC)SCC2
    -0.1	-4	0.4	-9
CCOC(=O)c1ccc(Nc2nc3cc(C)ccc3nc2NS(=O)(=O)c2ccc(Cl)cc2)cc1
    0.1	3	0.7	-15
COc1cccc(N2C(=O)NC(=O)/C(=C/c3cc(OC)c(O)c([N+](=O)[O-])c3)C2=O)c1
    -0.1	-2	-0.8	6
O=C(Cc1ccccc1)NCCS(=O)(=O)O
    0.3	-1	-0.3	28
N#Cc1ccsc1NC(=O)c1cccc([N+](=O)[O-])c1
    0.0	8	-0.5	12
O=C(Nc1cc(-c2ccncc2)c[nH]c1=O)c1nc2ccccc2s1
    0.8	2	0.4	24
Cc1nc(-c2cncc(-c3cccs3)c2)cc(N2CCN(CCO)CC2)n1
    -0.1	11	2.5	7
COc1ccc(-c2cc(C(=O)Nc3ccc(N4CCOCC4)cc3)ccn2)cc1
    -0.1	-5	1.7	11
CCOC(=O)c1c(C)n(-c2ccccc2Br)c2c1cc(O)c1ccccc12
    -0.1	-17	-0.8	0
Cc1ccc(-n2c(O)cnc2Nc2nc(C)cc(C)n2)cc1
    0.1	1	0.1	7
CCCN1CCC(N2CCN(c3cccc(Cl)c3)CC2)CC1
    -0.1	6	-0.7	15
CC1=C(C(=O)Nc2cccc(C)c2C)C(c2cccc(Cl)c2)NC(=S)N1 (stereo not given)
    0.0	5	-1.2	14
CCOc1cccc(NC(=O)/C(C#N)=C\c2ccc(OCC(=O)O)cc2)c1
    -0.1	0	1.4	6
CCCCCCOc1ccc(C2CCC(CCCCC)CC2)cc1 (stereo not given)
    -0.1	4	0.1	-4
CCCCOC(=O)C1=C(C)Nc2nnnn2C1c1ccc(F)cc1 (stereo not given)
    0.0	8	2.2	6
N#Cc1c(N)[n+]([O-])c2cc(Cl)c(Cl)cc2[n+]1[O-]
    0.0	2	0.2	-12
C(=N\c1nc(-c2ccccc2)cs1)/Nc1nc(-c2ccccc2)cs1
    0.1	-40	1.1	-10
COc1ccc(-c2cc(C(F)(F)F)n3nc(C(=O)Nc4cc5c(cc4[N+](=O)[O-])OCCO5)cc3n2)cc1
    -0.1	-3	0.8	-1

(further entries)
Sequence of screens: FBW7 act	TEAD-YAP inh	GPR151 activ	MITF inh
Cc1cc(C)c([N+](=O)[O-])c(C)c1NC(=O)c1ccc(Br)cc1
    -0.1	11	0.8	2
O=C(Nc1nc(-c2cccs2)cs1)C1=COCCO1
    -0.1	-49	-4.5	-13
COc1ccc(CN2CCC(O)CC2)cc1Br
    -0.1	-5	-0.4	29
Cc1ccc([N+](=O)[O-])cc1NC(=O)CCC(=O)O
    0.6	0	0.6	12
COC(CN(C)S(=O)(=O)c1ccc2c(c1)CCN2C(=O)C1CCC1)OC
    0.0	-12	0.2	2
O=[N+]([O-])c1c(Oc2ccc(Cl)cc2)ccc2nsnc12
    0.2	-5	5.3*	12
O=C(c1nc2ccccn2c1CNCC[C@@H]1CCCN2CCCC[C@H]12)N1CCCC1
    0.2	-14	0.7	-16
CCCNC(=O)C1CC(c2ccccc2F)=NO1 (stereo not given)
    0.4	2	0.5	9
Cc1cc(C)nc(N/N=C/c2ccc([N+](=O)[O-])o2)n1
    -0.1	13	0.0	6
CCCn1c(CCC(=O)NC2CCCC2)nc2cccnc21
    0.1	10	-0.8	3
CS(=O)(=O)Nc1ccccc1C(=O)NCCSc1ccc(Cl)cc1
    0.6	14	-1.5	19
CC(CCc1ccccc1)NC(=O)c1ccc2c(c1)N(Cc1ccccc1F)C(=O)CS2 (stereo not given)
    0.1	-1	3.0	-9

Entries above with a Cl atom (eleven):
Sequence of screens: FBW7 act	TEAD-YAP inh	GPR151 activ	MITF inh
Clc1ccc(OCCCn2cnc3ccccc32)cc1
    0.0	-34	-0.9	-39
Clc1ccc(Cc2nc(-c3ccccn3)no2)cc1
    -0.1	-51	0.2	8
O=C(/C=C/c1ccc(Cl)c([N+](=O)[O-])c1)Nc1ccc(NC(=O)c2ccco2)cc1
    0.1	-13	-0.6	17
CCOC(=O)c1sc(NC(=O)CCCOc2ccc(Cl)cc2)c(C(=O)OCC)c1C
    0.1	4	1.3	1
O=C(Cn1c(=O)oc2cc(Cl)ccc21)NCc1ccc2c(c1)OCO2
    -0.1	-3	-0.2	4
CCOC(=O)c1ccc(Nc2nc3cc(C)ccc3nc2NS(=O)(=O)c2ccc(Cl)cc2)cc1
    0.1	3	0.7	-15
CCCN1CCC(N2CCN(c3cccc(Cl)c3)CC2)CC1
    -0.1	6	-0.7	15
CC1=C(C(=O)Nc2cccc(C)c2C)C(c2cccc(Cl)c2)NC(=S)N1 (stereo not given)
    0.0	5	-1.2	14
N#Cc1c(N)[n+]([O-])c2cc(Cl)c(Cl)cc2[n+]1[O-]
    0.0	2	0.2	-12
O=[N+]([O-])c1c(Oc2ccc(Cl)cc2)ccc2nsnc12
    0.2	-5	5.3*	12
CS(=O)(=O)Nc1ccccc1C(=O)NCCSc1ccc(Cl)cc1
    0.6	14	-1.5	19
